# D2 ag = HTS Assay for Allosteric Agonists of the Human D2 Dopamine Receptor: Primary Screen for Agonists; activation, % at 2 µM; HEK293 T-REx D2 cells, calcium flux agonist mode; 340,000 tested, 0.53% active; D(2) dopamine receptor (Homo sapiens), P14416; AID 485358, 2010;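 active means activation over 3 SD above normal in the single-dose calcium agonist read, cut at about 30% in these data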; further: 0% is about no effect
#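 Agonism is scored from calcium flux in a force-coupled, inducible HEK293 cell line expressing D2, read kinetically for 180 s after compound addition against dopamine controls.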
# D2 antagonist = HTS Assay for Allosteric Antagonists of the Human D2 Dopamine Receptor: Primary Screen for Antagonists; AID 485344, 2010; D(2) dopamine receptor (Homo sapiens), P14416; inhibition, % at 10 µM; HEK293 TREx D2 cells, calcium flux, dopamine EC80; 340,000 tested, 2% active; in the data active means inhibition above about 30%; further: 0% is about no effect
#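 Compounds are added to dye-loaded, induced HEK293 T-REx cells coupled to calcium release via D2; after a 3 min kinetic read an EC80 dopamine stimulus is given and fluorescence is recorded for 3 more min.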
# PI4K2A inh = qHTS for small molecular inhibitors of PI4K2A; purified PI4K2A, ADP-Glo luminescence, 1 h; hits give low values; activity change, negative = inhibition, % at 76.9 µM; 420,000 tested, 0.13% active; AID 1346378, 2018; in the data active means activity change below about -50%; inconclusive means mostly about -30% to -49%;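 further: -100% = wells without enzyme as full effect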
#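 PI4K2A activity was measured by ADP-Glo luminescence: enzyme (4 ug/mL stock) and phosphatidylinositol (1.2 mM stock) in Tris pH 7.5/MgCl2/EGTA/Triton X-100 buffer were reacted with ATP (300 microM stock) for one hour at ambient temperature.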
# rTrxR1 inhibitor = qHTS Assay for Inhibitors of Mammalian Selenoprotein Thioredoxin Reductase 1 (TrxR1): qHTS | Thioredoxin reductase 1, cytoplasmic (Rattus norvegicus), O89049 | recombinant rTrxR1, NADPH fluorescence consumption, selenite substrate | Potency, µM (series often up to 114 µM), for inactives: top-dose activity change, negative = inhibition, actives largely listed as inhibitors | 390,000 tested, 1% active | AID 588453, 2011; further: potency means the concentration at half of the fitted maximal effect; on the % scale 0 is the no-effect control and ±100 the full control effect; nearly all actives have a fitted effect of over 65% in size
# Target sequence (O89049 whole entry, looked up): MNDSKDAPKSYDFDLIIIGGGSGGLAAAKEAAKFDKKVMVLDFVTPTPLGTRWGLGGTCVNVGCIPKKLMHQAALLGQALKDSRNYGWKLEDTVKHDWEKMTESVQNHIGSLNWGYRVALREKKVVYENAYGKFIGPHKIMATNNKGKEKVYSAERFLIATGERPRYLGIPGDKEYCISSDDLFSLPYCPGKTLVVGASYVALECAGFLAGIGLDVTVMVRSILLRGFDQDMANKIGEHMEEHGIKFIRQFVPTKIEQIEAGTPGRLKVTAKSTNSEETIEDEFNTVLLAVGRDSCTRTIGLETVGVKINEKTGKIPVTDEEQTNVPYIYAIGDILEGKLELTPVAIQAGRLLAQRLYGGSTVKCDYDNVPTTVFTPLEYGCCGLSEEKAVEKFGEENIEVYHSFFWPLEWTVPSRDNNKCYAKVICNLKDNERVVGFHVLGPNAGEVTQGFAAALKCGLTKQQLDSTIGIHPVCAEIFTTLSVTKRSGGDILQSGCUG
#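 Rat TrxR1 (90 nM in the dispensed reagent) was pre-reduced with 400 uM NADPH for 5 min at room temperature, then incubated with compound for 15 min. After 400 uM selenite was added, NADPH fluorescence (Ex 340/Em 450 nm) was followed for 8 min.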
# IDH1 R132H inh = qHTS for Inhibitors of mutant isocitrate dehydrogenase 1 (IDH1): qHTS. IDH1-R132H enzyme, NADPH consumption, diaphorase/resazurin fluorescence. Isocitrate dehydrogenase [NADP] cytoplasmic (Homo sapiens), O75874. 390,000 tested, 0.093% active. Potency, µM (doses to about 76.6 µM), without a hit: top-dose activity change, negative = inhibition, actives largely listed as inhibitors; further: potency means the concentration at half of the fitted maximal effect; on the % scale 0 is the no-effect control and ±100 the full control effect; nearly all actives have a fitted effect of over 65% in size
# Target sequence (O75874 whole entry R132H, stated change not applied): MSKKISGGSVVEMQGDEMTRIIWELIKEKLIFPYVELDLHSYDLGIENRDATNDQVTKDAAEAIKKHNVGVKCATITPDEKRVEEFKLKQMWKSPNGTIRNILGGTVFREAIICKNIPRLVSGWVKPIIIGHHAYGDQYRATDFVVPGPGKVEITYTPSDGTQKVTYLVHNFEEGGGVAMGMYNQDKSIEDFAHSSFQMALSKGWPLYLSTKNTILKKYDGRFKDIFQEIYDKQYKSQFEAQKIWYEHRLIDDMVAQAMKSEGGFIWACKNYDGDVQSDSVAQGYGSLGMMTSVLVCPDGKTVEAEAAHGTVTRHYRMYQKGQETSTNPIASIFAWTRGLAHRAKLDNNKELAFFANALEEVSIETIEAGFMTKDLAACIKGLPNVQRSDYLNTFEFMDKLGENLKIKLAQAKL
#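 IDH1-R132H (0.5 ug/mL dispensed) in pH 7.5 Tris buffer was preincubated 30 min with compound, then given a substrate mix of 0.016 mM NADPH and 2 mM alpha-KG for 80 min at room temperature; remaining NADPH was read by diaphorase/resazurin fluorescence.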
# USP1 inh = Inhibitors of USP1/UAF1: Primary Screen; recombinant USP1/UAF1, Ub-Rhodamine cleavage fluorescence; 390,000 tested, 0.23% active; Ubiquitin carboxyl-terminal hydrolase 1 (Homo sapiens), O94782; Potency, µM (titrated, usually from 57.1 µM), without a hit: at the highest dose activity change, negative = inhibition, hits mostly inhibitors; AID 743255, 2014; further: potency means the concentration at half of the fitted maximal effect; on the % scale 0 is the no-effect control and ±100 the full control effect; nearly all actives have a fitted effect of over 60% in size; inactives centre near -12
#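 1 nM enzyme complex + cpd, 15 min RT; start with Ub-Rho 150nM final; kinetic fluorescence ex 480/em 540, 6 reads q60 s. Buffer 50mM HEPES pH 7.8, 0.5mM EDTA, 0.1 mg/ml BSA, 1mM TCEP, 0.01% Tween-20.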
# TrxR1 substrate = qHTS Assay for Substrates of Mammalian Selenoprotein Thioredoxin Reductase 1 (TrxR1): qHTS | purified TrxR1 substrate turnover, NADPH consumption readout | Potency, µM (highest dose often 114 µM), without a hit: at the highest dose activity change, negative = substrate turnover | AID 588456, 2011 | Thioredoxin reductase 1, cytoplasmic (Rattus norvegicus), O89049 | 390,000 tested, 0.01% active; further: potency means the concentration at half of the fitted maximal effect; on the % scale 0 is the no-effect control and ±100 the full control effect; nearly all actives have a fitted effect of over 50% in size
#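 Rat TrxR1, dispensed at 90 nM, was prereduced with 400 uM NADPH (final) for 5 min at ~22 deg C, then incubated with compound 15 min before 400 uM selenite. A first-read NADPH fluorescence drop versus no-compound background flagged substrates.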
# TRHR PAM = qHTS for Small Molecule Agonists and Allosteric Enhancers of Human TRH Receptor: Primary Screen for Enhancers | 360,000 tested, 0.66% active | TRHR cells, fluo-8 calcium fluorescence, EC20 TRH enhancement | AID 493056, 2011 | enhancement, % at 2 µM | Thyrotropin-releasing hormone receptor (Homo sapiens), P34981; in the data active means enhancement above about 30%; further: 0% is about no effect
#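 TRHR-expressing cells loaded with fluo-8 calcium dye were read kinetically (ex 480/em 530) during compound addition, then stimulated with an EC20 of TRH (10 nM final). Enhancement of the Gq-mediated intracellular calcium response was scored.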
# TRHR agonist = qHTS for Small Molecule Agonists and Allosteric Enhancers of Human TRH Receptor: Primary Screen for Agonists; TRHR cells, calcium flux fluo-8, FDSS agonist mode; 360,000 tested, 0.18% active; Thyrotropin-releasing hormone receptor (Homo sapiens), P34981; activation, % at 2 µM; AID 493084, 2011; in the data active means activation above about 30%; further: 0% is about no effect
#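 In this calcium-flux screen, cells bearing human TRHR are dye-loaded with fluo-8, baselined for 10 cycles, then exposed to library compounds; positive kinetic calcium responses during the agonist phase mark hits, with TRH as control.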
# * marks the source's active call; other numbers are inactive results; u = inconclusive; x = no result given; & = joins results of further samples; [ ] = remark or other dose. Unless noted, the call rests on the fitted dose curve; in most records, active means well fitted inhibition curve with a large enough effect; inconclusive means small, poorly fitted or top-dose-only effect; inactive means no such curve, though single readings can be large or run the other way.
SMILES,D2 ag,D2 antagonist,PI4K2A inh,rTrxR1 inhibitor,IDH1 R132H inh,USP1 inh,TrxR1 substrate,TRHR PAM,TRHR agonist
COc1ccc(OCc2nnc(SCC(=O)N3CCCC3)o2)cc1,-2.8,4,7,10%,6%,-24%,6%,-1,-0.1
COC(=O)NNC(=O)c1ccccc1OC,0.8,8,-1,27%,1%,-9%,4%,-1,-1.6
COc1ccc(N2CCN(C(=O)CNC(=O)c3ccc4ccccc4c3)CC2)cc1,-0.4,-1,4,11%,-3%,-22%,4%,-4,-0.1
O=C(Nc1ccccc1)N1CCn2c1nc1ccccc12,0.8,-7,1,4%,3%,-6%,7%[57.1 µM],-3,0.1
Cc1ccsc1C1C=C(c2cccc(Br)c2)Nc2ncnn21 (centres undefined),17,-4,1,u,7%,u,14%,-2,24
CC1CCCCC12NC(=O)N(CC(=O)Nc1ccc(Cl)c(S(=O)(=O)N3CCOCC3)c1)C2=O (centres undefined),0.6,-5,1,14%,5%,-17%,-1%[57.1 µM],4,-0.3
CCOC(=O)Cc1c(C)nc(SC)[nH]c1=O,1.0,-7,4,20%[57.1 µM],10%,u,-18%[57.1 µM],0,0.6
CC(NC(=O)Cc1cccs1)c1ccncc1 (centres undefined),0.8,-13,8,-5%,3%,-23%,5%,1,0.5
Cc1ccc2cc(C(c3nnnn3C(C)(C)C)N3CCCCCC3)c(=O)[nH]c2c1 (centres undefined),-1.0,20,1,u,5%,-14%,10%[57.1 µM],2,-0.2
CC(=O)N1CCC(N(Cc2ccco2)C(=O)Nc2cccc(C)c2)CC1,0.4,x,-5,11%,-6%,-17%,2%,-1,0.2
CCOC(=O)c1c(C)[nH]c(C)c1S(=O)(=O)N1CCCC(C(=O)NCc2ccccc2Cl)C1 (centres undefined),-0.2,x,-2,15%[57.1 µM],-14%,-12%,3%[57.1 µM],13,-0.1
CCOc1cc2c(cc1O)CCC1C2CCC2(C)C(O)CCC12 (centres undefined),x,x,0,-15%,9%,-8%,-8%,x,x
O=C(Nc1ccccc1Oc1ccsc1C(=O)O)c1ccccc1F,-2.4,-7,-5,6%,14%,-16%,1%,3,-0.2
COc1nnc(-c2ccc(C)c(S(=O)(=O)N(C)C)c2)c2ccccc12,-0.6,0,-2,16%,4%,-22%,2%,-6,0.4
O=C(C1=C[C@@H](C2CCCCC2)C[C@@H](OCc2ccc(CO)cc2)O1)N1CCOCC1,-0.3,-2,-1,24%,6%,u,6%,-7,-0.1
COCCNc1nnc(SCC(=O)NNC(=O)c2ccc([N+](=O)[O-])cc2)s1,-1.2,-2,0,7%[57.1 µM],-12%,-20%,3%[57.1 µM],3,-0.3
O=C(NCCCN1CCOCC1)c1cc2ccccc2cc1O,x,x,0,18%,8%,-4%,2%,4,0.3
C[C@H]1COC(=O)[C@H](Cc2ccc(F)cc2)C/C=C\C[C@@H](CC(=O)N(CCO)Cc2ccccc2)C(=O)N1,x,x,-1,11%,-2%,6%,-4%,x,x
O=C(c1ccc(COc2c(F)c(F)c(F)c(F)c2F)o1)N1CCN(Cc2ccc3c(c2)OCO3)CC1,0.9,-1,-1,-25%,1%,-8%,0%,-4,-0.2
Cc1scc(C(=O)N/N=C/c2ccco2)c1C,-1.0,-5,0,u,3%,-1%,-12%,20,-0.2
O=C(NCC1CC1)c1onc(CSc2ccc(F)c(F)c2)c1C(=O)NCC1CC1,0.0,-1,0,4%[57.1 µM],2%,u,4%[57.1 µM],-5,0.2
COc1ccccc1/C=C/C(=O)/C=C/c1ccccc1O,0.0,-17,10,-1%[57.1 µM],-1%,-25%,-2%[57.1 µM],-12,-0.6
CN(C)c1ccc(CNC(=O)CCNS(=O)(=O)c2cc(Br)cnc2N)cc1,x,x,0,-2%,-8%,-20%,-8%,2,-0.1
COc1cc(NC(=O)COc2cccc(OC)c2)cc(OC)c1,-1.6,-14,-5,21%,-1%,-28%,-8%,-2,0.3
Cc1cccc(N2C(=O)CC(N3CCN(c4ccccc4)CC3)C2=O)c1 (centres undefined),0.4,-16,1,20%,5%,1%,-3%,12,-0.3
# (continued)
SMILES,D2 ag,D2 antagonist,PI4K2A inh,rTrxR1 inhibitor,IDH1 R132H inh,USP1 inh,TrxR1 substrate,TRHR PAM,TRHR agonist
O=C(C1CC(=O)N(C2CCCC2)C1)N1CCN(c2cccc(C(F)(F)F)c2)CC1 (centres undefined),0.1,12,-3,17%,10%,-7%,3%,-4,0.1
O=C(Nc1ccccc1C(F)(F)F)c1ncn[nH]1,-1.8,7,-12,9%,0%,-12%,9%,0,-1.2
COC(=NC(C)C)NC(C)C,2.1,-3,-2,11%,-14%,-25%,4%,10,2.6
C[C@]12CCC(=O)C=C1CC[C@@H]1[C@@H]2[C@@H](O)C[C@@]2(C)[C@H]1CC[C@]2(O)C(=O)COC(=O)CCC(=O)O,1.4&2.3,-5&-1,-4&1&3,2%&10%&7%,4%&17%,-24%&-19%,1%&8%,-7&-3,0.6&0.3
Cc1nnc(NC(=O)CN2CC(C)OC(C)C2)s1 (centres undefined),-0.2,-3,-1,24%,-2%,-20%,3%,-6,1.2
Cc1ccccc1Nc1nc(-c2ccccc2)c(C(=O)Nc2cccnc2)s1,-0.6,17,-4,21%,22%,-20%,13%,-5,-0.6
Cc1cccc(NC(=S)NCCc2ccc(F)cc2)c1C,0.2,-13,5,15%,10%,-20%,1%,18,-0.7
O=C(CCCn1c(=O)c2sccc2n(Cc2cccc(Cl)c2)c1=O)NCc1ccc2c(c1)OCO2,0.7,x,0,2%,16%,-23%,-1%,-3,0.4
COc1ccc(-c2cc(C)no2)cc1S(=O)(=O)N(C)c1ccc(C)c(C)c1,-1.4,-17,-2,27%,-18%,-9%,-6%,2,0.4
Cc1noc(Cn2c(=O)c3cc4c(cc3n(CC(=O)Nc3cccc(Cl)c3)c2=O)OCO4)n1,0.8,x,-1,36%,-17%,u,10%,-1,1.4
Cc1ccccc1NC(=O)c1c(NC(=O)c2ccncc2)sc2c1CCC(C(C)(C)C)C2 (centres undefined),1.1,x,0,2%,1%,-6%,-1%,-6,0.0
O=C(c1ccc(O)c(Cl)c1)N1CCN(S(=O)(=O)c2ccccc2)CC1,-0.5,-3,0,-5%,-1%,-5%,-8%,5,0.4
CC(=O)Nc1ccc(S(=O)(=O)N2CCSC2c2ccc(C)cc2)cc1 (centres undefined),0.2,7,-1,6%,-1%,-18%,0%,3,-0.4
CCCn1c(CCc2ccccc2)nnc1SCC(=O)N1CCCC1,0.8,-3,1,-17%,1%,-17%,-4%,3,-0.3
O=C(O)c1ccc(-n2cccc2/C=C2/NC(=O)N(c3cccc(Cl)c3)C2=O)cc1,0.4,-24,-10,u,15%,-10%,-6%,24,1.4
Cc1noc(NS(=O)(=O)c2ccc(NC(=O)CSc3nc4c(cc3C#N)CCCC4)cc2)c1C,0.4,-19,3,9%,1%,-24%,3%,-5,1.4
Cc1ccc(NC(=O)c2cc(-c3ccc(C)o3)nc3ccccc23)cc1,x,x,0,11µM*,3%,u,11%,-1,-0.4

# Complete entries as entered above. Order of values: D2 ag | D2 antagonist | PI4K2A inh | rTrxR1 inhibitor | IDH1 R132H inh | USP1 inh | TrxR1 substrate | TRHR PAM | TRHR agonist
# Cc1noc(Cn2c(=O)c3cc4c(cc3n(CC(=O)Nc3cccc(Cl)c3)c2=O)OCO4)n1 across the screens: 0.8 | x | -1 | 36% | -17% | u | 10% | -1 | 1.4
# O=C(CCCn1c(=O)c2sccc2n(Cc2cccc(Cl)c2)c1=O)NCc1ccc2c(c1)OCO2 across the screens: 0.7 | x | 0 | 2% | 16% | -23% | -1% | -3 | 0.4

# Among those listed so far, these contain an aryl thioether with sulfur outside any ring.
SMILES,D2 ag,D2 antagonist,PI4K2A inh,rTrxR1 inhibitor,IDH1 R132H inh,USP1 inh,TrxR1 substrate,TRHR PAM,TRHR agonist
COc1ccc(OCc2nnc(SCC(=O)N3CCCC3)o2)cc1,-2.8,4,7,10%,6%,-24%,6%,-1,-0.1
CCOC(=O)Cc1c(C)nc(SC)[nH]c1=O,1.0,-7,4,20%[57.1 µM],10%,u,-18%[57.1 µM],0,0.6
COCCNc1nnc(SCC(=O)NNC(=O)c2ccc([N+](=O)[O-])cc2)s1,-1.2,-2,0,7%[57.1 µM],-12%,-20%,3%[57.1 µM],3,-0.3
O=C(NCC1CC1)c1onc(CSc2ccc(F)c(F)c2)c1C(=O)NCC1CC1,0.0,-1,0,4%[57.1 µM],2%,u,4%[57.1 µM],-5,0.2
CCCn1c(CCc2ccccc2)nnc1SCC(=O)N1CCCC1,0.8,-3,1,-17%,1%,-17%,-4%,3,-0.3
Cc1noc(NS(=O)(=O)c2ccc(NC(=O)CSc3nc4c(cc3C#N)CCCC4)cc2)c1C,0.4,-19,3,9%,1%,-24%,3%,-5,1.4
